# Bioassay records deposited in PubChem BioAssay by Vanderbilt High Throughput Screening Facility.
# Cav32 inh – blocks human Cav3.2 T-type calcium channel | O95180 | B-score at 10 µM | Cav3.2-expressing cells, Fluo-4 calcium fluorescence FDSS; stronger effect = lower value | 100,000 compounds, 4% hits;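 active = single-dose well whose peak fluorescence ratio is a statistical outlier from its plate by either plate-standardised score or position-corrected B-score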
# * hit, by the source's call; & = joins results of further samples. These rows are one share of the data; count on the stated rates, not on these rows.
SMILES,Cav32 inh
COc1ccc(S(=O)(=O)O/N=C2\CCSc3ccc(C)cc32)cc1,-2.1
CC(C)CCNc1nc(N2CCCC2)c2c(c1C#N)CCN(C)C2,-1
CC(C)Cc1nnc(NC(=O)c2ccc([N+](=O)[O-])cc2)s1,0.022
COc1ccc(-c2cc(C(=O)OCC(=O)N3CCCC3)c3ccccc3n2)cc1,-0.57
Cc1ccc(-c2nc(NC(=O)c3nn(C)cc3[N+](=O)[O-])sc2C)cc1,-0.71
CC(C)CC(=O)Nc1ccc(N2CCOCC2)cc1,-0.44
c1ccc(-c2nc(-n3nc4ccccc4n3)nc3ccccc23)cc1,0.66
COC(=O)CSc1cnc2ccccc2n1,0.34
O=C1C2C3C=CC(C3)C2C(=O)N1CN(Cc1ccccc1)CN1C(=O)C2C3C=CC(C3)C2C1=O (stereo not given),0.4
CCc1ccccc1NC(=O)C(C)n1nc([N+](=O)[O-])c(Br)c1C (stereo not given),-0.36
O=C1NCCCc2c1no[n+]2[O-],0.31
C/C(NCc1cccnc1)=C(\C#N)C(=O)NCc1ccccc1,0.58
Cc1nnc(NC(=O)c2cccc(S(=O)(=O)N3CC(c4ccccc4)CC3=O)c2)s1 (stereo not given),-0.74
CN(Cc1ccccc1)C(NC(=O)c1ccccc1)C(Cl)(Cl)Cl (stereo not given),-5.7*
Cc1ccc(CNC(=O)CCCNS(=O)(=O)c2cccc3nonc23)cc1,1
COC(=O)c1cn(CC(=O)NC2CCCCCC2)c2ccccc12,1.3
Cc1ccc(C)c(C(=O)Nc2c(C(N)=O)oc3ccccc23)c1,0.16
CC(C)CCC(CCN1CCOCC1)c1ccc2c(c1)OCO2 (stereo not given),0.1
O=C(c1c[nH]c2ccc(S(=O)(=O)N3CCC4(CC3)OCCO4)cc2c1=O)N1CCOCC1,-0.37
Cc1ccc(-n2ccnc2SCC(=O)N(CC(C)C)C2CCS(=O)(=O)C2)c(C)c1 (stereo not given),0.77
C[C@@H]1CCC[C@@]2(O[C@H](CCO)C[C@H](O)[C@H]2O)O1,1.6
Cc1nn(C(C)(C)C)c(OC(=O)c2cccs2)c1S(=O)(=O)c1ccccc1,-2.9
COc1ccc(OC)c(-c2cc(C(=O)NCCN3CCOCC3)no2)c1,0.7
COc1nc(N)nc(NC23CC4CC(CC(C4)C2)C3)n1,-1.1
COc1ccc(OC)c(-n2c(-c3cc(-c4ccc(F)cc4)n[nH]3)n[nH]c2=S)c1,0.57
Cc1cc(C)cc(-n2nnc(C(=O)NCc3ccccc3Cl)c2N)c1,-0.49
CC(C)NC(=O)CSCc1cccc(Br)c1,0.27
CC(C)OCCCNC(=O)NC12CC3CC(CC(C3)C1)C2,0.17
Cc1ccccc1NC(=O)CC1SC(=NC2CCCCC2)NC1=O (stereo not given),-0.62
CC(=O)Nc1ccc(S(=O)(=O)NC(CC(=O)NC2CCCCC2C)C(C)C)cc1 (stereo not given),-0.12
CCN(CC)CCN1C(=O)c2oc3ccccc3c(=O)c2C1c1cccc(Br)c1 (stereo not given),-0.18
CCC(C)c1cc(S(=O)(=O)N2CCOCC2)ccc1OC (stereo not given),-0.82
CC(C)CCNC(=O)C(c1cccs1)N(CC1CCCO1)C(=O)Cn1nnc2ccccc21 (stereo not given),-0.98
Cc1ccc(C)c(S(=O)(=O)NCc2ccncc2)c1,0.78
COc1ccc(C2=CC(c3ccc(OC)c(OC)c3)n3nnnc3N2)c(OC)c1 (stereo not given),0.85
COc1ccc(C(=O)N2CCN(c3ccc(C)cc3C)CC2)cc1OC,-0.94
Fc1ccc(CSc2nnc(-c3cccnc3)n2Cc2ccco2)cc1,1.7
COc1cc(NC(=O)NC(C)(C(F)(F)F)C(F)(F)F)cc(OC)c1OC,0.45
CC(=O)Nc1nonc1-n1nnc(C(=O)NCc2ccccc2)c1C,0.54
CCOC(=O)c1sc(N/N=C/c2cccc(C)c2)nc1C,0.087
Clc1ccc(Cn2nnc(-c3ccccc3)n2)cc1,-1.3
C=CCNC(=O)c1cccc(C(F)(F)F)c1,0.029
Cc1cccn2c(=O)c(/C=N/O)c(N3CCCC3)nc12,-0.7
Cc1ncoc1C(=O)Nc1cccc(Cl)c1C,-1.8
Cc1nn(C)c(Oc2ccccc2)c1[N+](=O)[O-],-0.0055
Cc1ccc(-c2nnn(CC(=O)N3CCC(C)CC3)n2)o1,0.35
COc1cc2c(cc1OC)C(c1cccs1)CC(=O)N2 (stereo not given),0.7
CCCc1cc(=O)[nH]c(SCC(=O)c2c(N)n(C)c(=O)n(C)c2=O)n1,0.8
COC(=O)c1nc(-n2nc(C)cc2C)ccc1Cl,-0.75
CCOC(=O)c1ccc(Nc2c(CC)c(C)nc3ncnn23)cc1,1
O=C(NC(=S)Nc1cc(Cl)ccc1N1CCOCC1)c1ccc(-c2cccc(Cl)c2)o1,-0.6
Cc1cc(NC(=O)CSCc2nc(-c3cccc(F)c3)oc2C)no1,0.25
CCN(CC)C(=O)CCC(=O)Nc1ccc(C(=O)OC)cc1,1.1
C1=CN2CCC1C(c1ccccc1)C2 (stereo not given),-0.45
Cc1cccc2cc(C#N)c(SCC(=O)N3CCC(C)CC3)nc12,-1.6
CC(C)Oc1ccccc1-c1nc(SCC(=O)O)n[nH]1,0.64
Cc1nn(C)cc1C(C(=O)NC1CCCCC1)N(C(=O)Cn1nnc2ccccc21)c1ccc(F)cc1 (stereo not given),0.5
C=C(C)CN(CC)c1nc(N)c2c(N)nc3c(c2c1C#N)CC(=O)N3C12CC3CC(CC(C3)C1)C2,-1.8
CCn1nc(C)c(NC(=O)/C=C/c2cnn(C)c2)c1C,-1.1
Cc1nc2ccccc2c(=O)n1/N=C/c1cn(-c2ccccc2)nc1-c1cccs1,-4*
# Later entries:
SMILES,Cav32 inh
O=C(NCc1ccco1)C1CN(S(=O)(=O)c2ccccc2)CCN1S(=O)(=O)c1ccccc1 (stereo not given),0.67
CCCOC(=O)C1[C@H]2C(=O)N(CCCOC)C[C@]23C=C[C@H]1O3 (stereo not given in full),2.3
O=C(CSc1nnc(Cc2cc(=O)[nH]c(=O)[nH]2)n1-c1ccc(F)cc1)N1CCCCC1,0.073
CCCCCCNC(=O)c1c(O)c2cccc3c2n(c1=O)CCC3,0.12
CCC(=O)Nc1ccc2c(c1)ncn2-c1ccccc1,1.1
CN1CCN(c2cc(=O)n(C3CCCCC3)c(=O)[nH]2)CC1,-0.41
CC(=O)c1cccc(NC(=O)Nc2ccc3c(c2)N(C)C(=O)CS3)c1,-1.4
CCOC(=O)C1CCN(C(=O)C2CCCCC2)CC1,0.74
O=C(CNC(=O)c1ccco1)NCC(=O)OCc1ccccc1Br,1.3
COc1ccc(N2CCC(CNC(=O)Nc3ccccc3)C2)cc1 (stereo not given),-2.4
COC(=O)c1cc(NC(=O)/C=C/c2ccc3c(c2)OCO3)cc(C(=O)OC)c1,-0.63
O=C1c2cccc3cccc(c23)C(=O)N1OS(=O)(=O)c1ccccc1,0.58
Cc1cc(Oc2ccc(-c3ccccc3)cc2)n2ncnc2n1,1.3
CCOc1c2ccc(C(=O)NCC34CC5CC(CC(C5)C3)C4)cc2nn1CC,-0.28
CSc1ccc(S(=O)(=O)NCc2ccc(C)cc2)cc1,-1.7
c1ccc(C2[C@H]3CN(CC4CCCCC4)[C@H](c4ccccc4)C34CC2(c2ccccc2)C4)cc1 (stereo not given in full),0.014
Cn1c(=O)n(C)c2cc(NC(=O)c3cc4ccccc4o3)ccc21,-0.35
Cn1c(CNc2ccc(Cl)cc2)nc2ccccc21,-2
COc1ccc(S(=O)(=O)N2Cc3ccccc3CC2C(=O)Nc2ccc(O)cc2)cc1OC (stereo not given),0.37
O=C(Nc1ccccc1N1CCOCC1)c1ccccc1NS(=O)(=O)c1ccc(F)c(F)c1,-4*
Clc1ccc(Oc2ncnc3oc(-c4ccccc4)cc23)cc1,-0.67
CCCCCCCC(=O)OC(CN1CCCCC1)CN1CCCC1=O (stereo not given),0.57
Cc1ccc(-c2nn3c(C)nnc3c3ccccc23)cc1S(=O)(=O)NCCN1CCOCC1,0.82
COc1cccc(Nc2ncnc3c2cnn3-c2cccc(C)c2)c1,0.7
Cc1noc(C)c1COc1ccc(C(=O)OCC(=O)Nc2ccc3ccccc3c2)cc1,-2.5
CC(C)COc1ccc(/C=C2/Sc3ccccc3C2=O)cc1,-1.6
CCOc1ccc(OCCSc2nc3ccccc3c(=O)[nH]2)cc1,-0.36
CCN(c1cccc(C)c1)S(=O)(=O)c1c(C)[nH]c(=O)[nH]c1=O,0.66
CC1(Cc2ccc3c(c2)OCO3)NC(=O)NC1=O (stereo not given),-0.55
COc1ccc(N2CCN(c3nc4ccccc4n3CC(=O)c3ccccc3)CC2)cc1,-4.1

# 19 consecutive compounds out of the list so far:
SMILES,Cav32 inh
COC(=O)c1cc(NC(=O)/C=C/c2ccc3c(c2)OCO3)cc(C(=O)OC)c1,-0.63
O=C1c2cccc3cccc(c23)C(=O)N1OS(=O)(=O)c1ccccc1,0.58
Cc1cc(Oc2ccc(-c3ccccc3)cc2)n2ncnc2n1,1.3
CCOc1c2ccc(C(=O)NCC34CC5CC(CC(C5)C3)C4)cc2nn1CC,-0.28
CSc1ccc(S(=O)(=O)NCc2ccc(C)cc2)cc1,-1.7
c1ccc(C2[C@H]3CN(CC4CCCCC4)[C@H](c4ccccc4)C34CC2(c2ccccc2)C4)cc1 (stereo not given in full),0.014
Cn1c(=O)n(C)c2cc(NC(=O)c3cc4ccccc4o3)ccc21,-0.35
Cn1c(CNc2ccc(Cl)cc2)nc2ccccc21,-2
COc1ccc(S(=O)(=O)N2Cc3ccccc3CC2C(=O)Nc2ccc(O)cc2)cc1OC (stereo not given),0.37
O=C(Nc1ccccc1N1CCOCC1)c1ccccc1NS(=O)(=O)c1ccc(F)c(F)c1,-4*
Clc1ccc(Oc2ncnc3oc(-c4ccccc4)cc23)cc1,-0.67
CCCCCCCC(=O)OC(CN1CCCCC1)CN1CCCC1=O (stereo not given),0.57
Cc1ccc(-c2nn3c(C)nnc3c3ccccc23)cc1S(=O)(=O)NCCN1CCOCC1,0.82
COc1cccc(Nc2ncnc3c2cnn3-c2cccc(C)c2)c1,0.7
Cc1noc(C)c1COc1ccc(C(=O)OCC(=O)Nc2ccc3ccccc3c2)cc1,-2.5
CC(C)COc1ccc(/C=C2/Sc3ccccc3C2=O)cc1,-1.6
CCOc1ccc(OCCSc2nc3ccccc3c(=O)[nH]2)cc1,-0.36
CCN(c1cccc(C)c1)S(=O)(=O)c1c(C)[nH]c(=O)[nH]c1=O,0.66
CC1(Cc2ccc3c(c2)OCO3)NC(=O)NC1=O (stereo not given),-0.55

# The list goes on:
SMILES,Cav32 inh
CCC1Oc2ccc(C)cc2N(CC(=O)NCCN2CCCCCC2)C1=O (stereo not given),1.1
CCN1C(=O)Cc2cc(S(=O)(=O)N3CCOCC3)ccc21,0.83
CCC(=O)N1CCN(c2ccc(NC(=O)c3cccs3)cc2)CC1,0.2
O=C(CCN1C(=O)C2C3C=CC(C3)C2C1=O)Nc1nccs1 (stereo not given),0.51
CCOc1ccccc1NC(=O)C(Sc1ccccc1)c1ccccc1 (stereo not given),-1.2
N#C/C(C(=O)Oc1ccccc1)=C1/Nc2ccccc2-c2ccccc21,-1.3
Cc1ccc2cc(CNC(C)(C)C)c(=O)[nH]c2c1,-0.42
Cc1cc(C)cc(OC(=O)N2CCOCC2)c1,0.73
CCC(=O)c1ccccc1OCCSc1nc(C)cc(=O)[nH]1,0.19
O=C(Nc1ccc(N2CCN(C(=O)c3ccc(Cl)cc3)CC2)cc1)c1ccc2c(c1)OCCO2,0.36
Cc1ccc(/C=C/c2nnc(-c3cccc(C)c3)o2)cc1,0.48
O=C(NCC1CCCO1)c1cccc(N2C(=O)C3C4C=CC(C4)C3C2=O)c1 (stereo not given),0.53
C=CCn1c(SCc2ccc(C(=O)Nc3ccccc3)cc2)nnc1-c1ccccc1,0.85
CCC(=O)N1CCN=C1SCc1ccccc1,0.17
CN1c2ccsc2C(O)=C(C(=S)Nc2ccccc2)S1(=O)=O,0.73
CC1(C)CC(=O)c2cc(C(=O)N3CCN(CCO)CC3)c(=O)n(-c3ccc(Cl)cc3)c2C1,1.9
O=C(NCCc1ccccc1F)[C@@H]1CSC2c3ccccc3C(=O)N21 (stereo not given in full),-8.2*
CCCN(CCC)S(=O)(=O)c1ccc(C(=O)Nc2nnc(CSC)o2)cc1,-1.5
Cc1ccc(NC(=O)c2ccc(S(=O)(=O)N3CCCC3)cc2)cc1,0.81
CCOC(=O)C(C)Sc1nc2ccccc2c(=O)n1CC1CCCCC1 (stereo not given),-2.9
CN1C(=O)CC[C@H]1c1cccnc1,0.35
O=C(Cn1cc(C(=O)C2CC2)c2ccccc21)NC1CCCC1,1
Cc1ccc(-c2cccc(C3CC=CC4C3C(=O)N(Cc3ccccc3)C4c3ccc(C(F)(F)F)cc3)c2)cc1 (stereo not given),1.1
Cc1ccc(OCc2nc(-c3ccccn3)n[nH]2)cc1,0.39
COC/C=C/C1=CC2=CC(=O)C(C)(OC(=O)CCC(=O)OC)C(=O)C2=CO1 (stereo not given),-0.85
CC(C)Cn1c(CN2CCCCC2C)nc2c1c(=O)n(C)c(=O)n2C (stereo not given),-0.17
NC(=O)CC(NC(=O)c1cccc(Br)c1)c1ccc(N2CCC(N3CCCC3)CC2)c([N+](=O)[O-])c1 (stereo not given),-0.29
CCC(C)(C)NC(=O)CN(Cc1cccs1)C(=O)CCC(=O)Nc1nccs1,0.5
Cc1nc2ccccc2n1/N=C/c1ccc([N+](=O)[O-])o1,0.99
COc1ccc(CCNC(=O)CN(c2ccc(OC)c(OC)c2)S(C)(=O)=O)cc1OC,0.079
Cc1ccc(S(=O)(=O)NNC(=O)c2sc3nc(C)cc(C)c3c2-n2cccc2)cc1,-3.8
COC(=O)c1ccc(OCC(=O)c2ccccc2)cc1,-0.064
CCOC(=O)CSc1nc(-c2ccncc2)ccc1C#N,2.1
CCCCOC(=O)Cn1c(=O)n(CC(=O)OCCCC)c2ccccc21,-6.4*
COC(=O)c1ccccc1NC(=O)Nc1ccc(C(=O)N2CCCC2)cc1,0.29
CCCCOc1cc(C(=O)NCCN(CC)CC)c2ccccc2n1,0.51&-0.073
Cn1cccc1Cc1nnc(SCC(=O)Nc2ccc(F)cc2)n1CCc1ccccc1,-7.4*
Clc1ccc(SCCn2cncn2)cc1,-0.0051
COCC(C)n1c(C)cc(C(=O)CN2C(=O)NC3(CCCCC3C)C2=O)c1C (stereo not given),-0.7
